GALK inhibitor = galactokinase (human) inhibition; Purified GALK, Kinase-Glo residual ATP luminescence; Potency, µM (top dose mostly 57.5 µM), for the others: top-dose activity change, negative = inhibition, most hits filed as inhibitors; 270,000 tested, 0.007% active; note: potency is the fitted concentration of half-maximal effect; % is set by controls: 0 for no effect and ±100 for the full control effect
Target sequence (P51570 whole entry, looked up): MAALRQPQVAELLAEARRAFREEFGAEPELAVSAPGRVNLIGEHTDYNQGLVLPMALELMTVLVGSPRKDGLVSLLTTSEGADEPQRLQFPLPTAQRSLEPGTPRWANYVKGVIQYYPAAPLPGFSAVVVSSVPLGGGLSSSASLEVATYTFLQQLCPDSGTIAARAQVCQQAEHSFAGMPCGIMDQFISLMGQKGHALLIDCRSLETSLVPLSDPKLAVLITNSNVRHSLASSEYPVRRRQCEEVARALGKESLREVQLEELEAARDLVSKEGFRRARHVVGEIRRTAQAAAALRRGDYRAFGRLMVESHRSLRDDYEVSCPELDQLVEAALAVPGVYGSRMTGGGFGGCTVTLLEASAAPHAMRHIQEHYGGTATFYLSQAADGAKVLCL
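Luminescence from leftover ATP (Ultra-Glo luciferase/luciferin) served as read-out after a 1 h room-temperature reaction of 5 nM GALK with 35 uM ATP and 100 uM galactose.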
TSHR antagonist = antagonists of human thyroid stimulating hormone receptor; P16473; TSHR-expressing cells, TSH-stimulated cAMP HTRF, 2 h; stronger effect = lower value; activity change, negative = inhibition, % at 11.5 µM; 330,000 tested, 0.2% active; AID 504810;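 active = activity change below a set negative limit, meaning inhibition stronger than a set level, cut at about -70% in these data; inconclusive = activity change between two set negative limits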; note: % is set by controls: 0 for no effect and ±100 for the full control effect
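Read-out is FRET at 665 nm (cryptate excitation 337 nm) from a cryptate-tagged anti-cAMP antibody, competed by cell cAMP against cAMP-d2. Compounds are tested on freshly harvested TSHR cells challenged with 4nM TSH (EC80) for 2 hours at 37 deg C.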
AT treatment = candidate therapy for ataxia-telangiectasia | […] A-T fibroblasts, KAP-1 phosphorylation AlphaLISA; neocarzinostatin DNA damage 30 min before lysis | Potency, µM (titrated, usually from 57.5 µM), without a hit: at the highest dose activation, usual class: activators | 320,000 tested, 0.19% active | AID 485349; note: potency is the fitted concentration of half-maximal effect; % of control where 0% means no effect; nearly all actives have a fitted effect of over 45% in size
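ATM-like activity read as KAP-1 phosphorylation via AlphaLISA donor/acceptor antibody pairs after lysis and 6 hr at 25C. Cells were ATM-null patient fibroblasts ([…], hTERT), dosed 60 min, then exposed to the DSB inducer NCS for 30 min.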
Tb PFK block = blocks T. brucei phosphofructokinase. 330,000 tested, 0.17% active. AID 485367. O15648. T. brucei PFK, ADP-Glo luminescence. Potency, µM (top dose mostly 57.5 µM), inactives show at the top dose activity, negative = inhibition, usual class: inhibitors;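 note: potency is the fitted concentration of half-maximal effect; 0% = uninhibited 1x PFK enzyme wells and -100% = no-enzyme wells; nearly all actives have a fitted effect of over 60% in size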
Target sequence (O15648 whole entry, looked up): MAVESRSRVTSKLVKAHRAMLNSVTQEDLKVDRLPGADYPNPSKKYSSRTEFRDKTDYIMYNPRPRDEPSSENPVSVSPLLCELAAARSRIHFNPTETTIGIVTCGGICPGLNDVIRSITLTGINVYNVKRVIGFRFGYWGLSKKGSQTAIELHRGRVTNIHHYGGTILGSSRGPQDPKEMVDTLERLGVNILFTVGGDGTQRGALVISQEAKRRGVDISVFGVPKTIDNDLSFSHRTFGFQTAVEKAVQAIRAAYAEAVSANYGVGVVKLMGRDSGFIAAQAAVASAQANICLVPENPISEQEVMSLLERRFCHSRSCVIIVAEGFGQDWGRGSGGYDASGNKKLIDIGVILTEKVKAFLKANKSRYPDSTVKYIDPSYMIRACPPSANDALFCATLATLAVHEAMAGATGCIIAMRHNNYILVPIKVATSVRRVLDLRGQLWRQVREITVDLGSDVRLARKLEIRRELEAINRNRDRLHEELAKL
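ADP-Glo luminescence quantified ADP after 45 min at room temperature, with 1.25 nM T. brucei PFK, 0.1 mM ATP and 0.5 mM fructose-6-phosphate in pH 8.0 TEA buffer. qHTS titrations up to 57 µM; curves classified by quality.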
Giardia killer = Giardia lamblia killing | Giardia lamblia trophozoite viability | activity change, % at 7.66 µM, hits read low | 340,000 tested, 0.15% active; in the data active = activity change below about -80%; inconclusive = between about -30% and that limit;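 note: parasites exposed to compound for two days anaerobically before the ATP read; % is set by controls: 0 for no effect and ±100 for the full control effect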
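Giardia lamblia trophozoites (100 cells/well) were incubated with compounds for 48 h at 37 deg C under anaerobic conditions. Viability was read as ATP content by one-step luminescence after 15-30 min at room temperature.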
hERG WT inh = KCNH2 (human, wildtype) channel inhibition. U2OS, BacMam KCNH2, thallium flux FluxOr; stronger effect = lower value. Q12809. 340,000 tested, 0.37% active. activity change, % at 1.84 µM;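 active = maximum activity change below -70%; inconclusive = maximum activity change between -70% and -50%; inactive = maximum activity change above -50%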; note: % is set by controls: 0 for no effect and ±100 for the full control effect
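U2OS cells transduced with wild-type KCNH2 virus are loaded with FluxOr dye for 45 min, and thallium flux is measured in kinetic reads before and after stimulation buffer. Rate constants are normalized to DMSO controls.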
MLL CXXC-DNA inh = blocks binding of human MLL CXXC domain to DNA. Q03164. AID 2662. 290,000 tested, 0.037% active. Potency, µM (top dose mostly 115 µM), without a hit: at the highest dose activity change, negative = inhibition, actives largely listed as inhibitors. MLL-CXXC / FITC-HOXA9 DNA fluorescence polarization; active = well fitted inhibition curve with a large enough effect in the polarisation, with a control signal flat, not every such curve was filed as active; inconclusive = small, poorly fitted or top-dose-only effect, or effect the other way, or a change in a side signal; inactive = no such curve, though single readings can be large or run the other way; the % refers to the polarisation; note: potency is the fitted concentration of half-maximal effect
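Purified MLL-CXXC (added from a 7 uM solution) was preincubated 5 min at ambient with pinned compounds in 50 mM Tris-HCl pH 7.5, 50 mM NaCl, 1 mM DTT, 0.05% BSA. Fluorescein-labeled HOX-A9 DNA (50 nM solution) followed, 30 min, then polarization read.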
Chronic BCR inh = inhibitors of chronic active B-cell receptor signaling; 340,000 tested, 0.05% active; Potency, µM (highest dose often 46.1 µM), for the others: top-dose ratio change, negative = lower green/red ratio, hits mostly inhibitors; ABC-DLBCL IkBa-CBG/CBR reporter, luminescence ratio, 4 h; active = well fitted inhibition curve with a large enough effect in the signal ratio, with a control signal flat, not every such curve was filed as active; inconclusive = small, poorly fitted or top-dose-only effect, or effect the other way, or a change in a side signal; the % refers to the signal ratio;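 note: potency is the fitted concentration of half-maximal effect; plate controls were basal doxycycline-induced cells for no effect and cells given 10 µM MG132 for full effect; MG132 reads +100%, hits lower the ratio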
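Compounds up to 46 uM were incubated four hours with TMD8 cells whose green CBG68 luciferase is fused to IkappaBalpha; red CBR luminescence normalised the signal, and concentration-effect curves were fitted to fusion, red and ratio data.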
TCR act = activators of T cell receptors | Potency, µM (series often up to 9.22 µM), inactives show at the top dose activation of IL-2 secretion, usual class: activators | AID 504894 | primary human leukocytes, anti-CD3, IL-2 HTRF, 48 h | 330,000 tested, under 10 active; note: % of control where 0% means no effect
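Using a-CD3 beads without co-stimulation, primary human leukocytes were exposed to compounds for 48 hr. An HTRF IL-2 kit measured the cytokine, with europium-to-d2 energy transfer producing emission at 665nm upon 320nm excitation.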
Coupling enz = counter-screen for Giardia aldolase inhibitors: coupling enzyme system; coupling enzyme system counterscreen, AmpLite Red fluorescence; AID 2472; activity change, negative = inhibition, % at 58.2 µM, hits read low; 290,000 tested, 0.67% active; in the data active = activity change below about -30%; note: % is set by controls: 0 for no effect and ±100 for the full control effect
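Fluorescence at 525 nm excitation and 598 nm emission measured inhibition of the coupled detection system without aldolase. Compounds (at 57.5 uM final) were preincubated 10 min at room temperature with coupling enzyme reagent before a 20 min substrate/AmpLite Red step.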
* marks the source's active call; other numbers are inactive results; ? = inconclusive; · = no result given; & = joins results of further samples; [ ] = dose if it differs, or a comment. Unless noted, calls come from the whole dose curve; as a rule, active = well fitted curve in the direction sought with a large enough effect; inconclusive = small, poorly fitted or top-dose-only effect, or another doubt; inactive = no such curve, though single readings can be large; an effect the other way counts as inactive or inconclusive. An unsorted share of the library; overall some 1.6% were active at least once.

Each structure is followed by: Tb PFK block, AT treatment, Coupling enz, Giardia killer, Chronic BCR inh, hERG WT inh, TSHR antagonist, TCR act, GALK inhibitor, MLL CXXC-DNA inh
1) CCN(CC(=O)NC)S(=O)(=O)c1ccc(Br)cc1
  -4%, 13%, 2, 14, 3%, 0, 8, -8%, 0%, 4%
2) N=C1SCC(=O)N1c1ncc(Cc2cccc(Cl)c2)s1
  ?, 13%, 3, 17, ?, -1, -12, 2%, 7%, 6%
3) CC1OC(OC2C(OC3C(O[C@H]4CC[C@]5(C)C6C=C[C@]78OC[C@@]9(CC[C@@H](C)[C@H](C)C97)[C@H](O)C[C@@]8(C)[C@]6(C)CC[C@H]5C4(C)C)OC(C)C(O)C3O)OC(CO)C(O)C2O)C(O)C(O)C1O (some centres not stated)
  -1%, -32%, 1, ·, ?, ·, 6, ·, 5%, -5%
4) N/C(=N\OC(=O)CCc1ccccc1)c1ccc(Cl)cc1
  -2%, 10%, -1, 0, ?, 2, -1, 1%, 2%, -17%
5) COCCNC(=O)C1(C(F)(F)F)CC(CCCO)CCCO1 (configuration not stated)
  ·, ·, -3, -5&-26, ·, -5, ·, 5%, ·, ·
6) Cc1ccc(S(=O)(=O)N2CCC(C(=O)OC(C)C(=O)NCc3ccccc3)CC2)cc1C (configuration not stated)
  -1%, -3%, 4, -5, -4%, -5, 5, 5%, 1%, -7%
7) COc1cc(CNc2ncn[nH]2)ccc1OCC(=O)NC(C)(C)C
  -6%, -1%, 1, -2, 0%, -4, 4, ·, -2%, 0%
8) Cc1ccc(C(=O)NCc2nnc(SCC(=O)Nc3sc4c(c3C#N)CCCC4)n2C)cc1
  4%, ·, 4, -11, 6%, 2, 1, -4%, 1%, -2%
9) COc1ccc(CNC(=O)CSc2nnnn2-c2ccc(O)cc2)cc1
  -1%, -3%, 0, -4, -3%, -3, -5, 0%, -1%, -7%
10) Cc1ccc(S(=O)(=O)CC(=O)Nc2nccs2)cc1
  1%, 1%, ·, 12, 5%, -5, 2, 4%, ·, ·

Rewritten bar-delimited: entries from further up.
nr | mol | Tb PFK block | AT treatment | Coupling enz | Giardia killer | Chronic BCR inh | hERG WT inh | TSHR antagonist | TCR act | GALK inhibitor | MLL CXXC-DNA inh
7 | COc1cc(CNc2ncn[nH]2)ccc1OCC(=O)NC(C)(C)C | -6% | -1% | 1 | -2 | 0% | -4 | 4 | · | -2% | 0%
4 | N/C(=N\OC(=O)CCc1ccccc1)c1ccc(Cl)cc1 | -2% | 10% | -1 | 0 | ? | 2 | -1 | 1% | 2% | -17%
1 | CCN(CC(=O)NC)S(=O)(=O)c1ccc(Br)cc1 | -4% | 13% | 2 | 14 | 3% | 0 | 8 | -8% | 0% | 4%
9 | COc1ccc(CNC(=O)CSc2nnnn2-c2ccc(O)cc2)cc1 | -1% | -3% | 0 | -4 | -3% | -3 | -5 | 0% | -1% | -7%
5 | COCCNC(=O)C1(C(F)(F)F)CC(CCCO)CCCO1 (configuration not stated) | · | · | -3 | -5&-26 | · | -5 | · | 5% | · | ·

Following part:
Each structure is followed by: Tb PFK block, AT treatment, Coupling enz, Giardia killer, Chronic BCR inh, hERG WT inh, TSHR antagonist, TCR act, GALK inhibitor, MLL CXXC-DNA inh
11) COc1ccccc1-c1nnc(SCC(=O)Nc2cc(C)on2)o1
  ·, ·, 1, 16, ·, 30, ·, -2%, 3%, -2%
12) Cc1ccc(S(=O)(=O)Nc2ccc(Br)cc2/C=N/n2cnnc2)cc1
  0%, ·, 3, 20, ?, 2, 1, -9%, 0%, -2%
13) C=CCn1c(=O)c2c(nc3n2CCCN3CCc2ccccc2)n(C)c1=O
  0%, -5%, 1, 6, ?, -1, -7, -1%, -2%, 6%
14) CCC(C)(C)n1nnnc1C(c1ccc(OC)cc1)N1CCN(C(=O)c2ccco2)CC1 (configuration not stated)
  3%, 3%, 1, -6, -4%, 23, -9, 4%, 16%, -5%
15) CC1(C)Cc2cccc(OCC(=O)Nc3ccccc3N3CCOCC3)c2O1
  3%, 0%, 0, 4, 0%, 1, -8, -2%, 5%, 1%
16) NC(=O)COc1cccc(/C=N/NC(=O)c2ccc(-n3cccc3)cc2)c1
  0%, 6%, 0, -21, ?, -9, 11, 7%, 1%, 15%
17) Fc1cccc(CN2CCN(c3ncccn3)CC2)c1
  -20%, ·, -7, 6, 14%, -10, -1, -1%, 0%, -2%
18) C=CCSc1nnc(-c2cc3c(C(F)(F)F)nn(C)c3s2)n1C
  1%, 3%, 0, -2, 1%, 1, -11, -3%, 1%, -6%
19) O=C(C[n+]1ccc(C(=O)c2ccccc2)cc1)Nc1ccccc1OC(F)F
  1%, 8%, ·, 3, -2%, -7, -6, 4%[46.1 µM], ·, ·
20) Cn1cc(C(c2ccccc2OCC(=O)O)c2cn(C)c3ccccc23)c2ccccc21
  6%, -2%, 7, -9, 2%, -8, 17, ·, -5%, -5%
21) CC(C)OC(=O)C1C(=O)CC(C)(O)C(C(=O)OC(C)C)C1c1ccc([N+](=O)[O-])cc1 (configuration not stated)
  1%, 2%, 2, -4, 3%, 19, -1, 9%, -2%, -3%
22) CCCNC(=O)Nc1cc(S(=O)(=O)CC)ccc1O
  2%, -2%, 0, -22, 0%, 0, -4, 5%, ·, 2%
23) CCCCC(NC(=O)Cc1c(C)c2cc3c4c(oc3cc2oc1=O)CCCC4)C(=O)O (configuration not stated)
  -4%, 6%, 7, -6, ?, -151*, 7, -3%, ·, 0%
24) COc1cccc(C(=O)NCC(=O)OCC(=O)NC2CCCCC2)c1
  2%, -1%, ·, 10, ?, 5, -2, 2%[46.1 µM], ·, ·
25) O=c1c2cn[nH]c2nc(SCc2c(F)cccc2F)n1-c1ccc(Cl)cc1
  -2%, 0%, 2, -10, ?, -230*, 7, 0%, 9%, 12%
26) COc1ccc(CNC(=O)C(C)Cc2ccccc2)cc1O (configuration not stated)
  -5%, 0%, 0&-4, -4, 8%, -6, 0, -3%, ·, -5%
27) CC(NC(=O)c1nn(C)c(=O)c2ccccc12)c1ccc(F)cc1 (configuration not stated)
  -3%, 3%, 1, -2, ?, 14, 7, -6%, -3%, 6%
28) Cc1ccc(CNC(=O)C2CCN(S(=O)(=O)c3cccs3)CC2)cc1
  -3%, 0%, 7, -2, 0%, -2, 7, 0%, -1%, 2%
29) COC(=O)C1=C(C)N(CCCC(=O)O)C(=O)NC1c1ccc(Br)cc1 (configuration not stated)
  0%, -2%, 4, -26, -17%, -8, 1, 2%, ·, -3%
30) Cc1ccccc1NC(=O)CSc1nc(N)c(C#N)c(-c2cccs2)c1C#N
  1%, 3%, -4, 3, ?, 4, -18, 4%, 0%, 44%[activator]
31) COc1ccc(N(Cc2ccccc2)N=O)cc1
  -3%, 6%, -1, 17, ?, -5, 2, 3%, -1%, -7%
32) O=C(COc1ccc(Cl)cc1Cl)NCCCCc1ccccc1
  0%, 5%, 2, -3, ?, 18, 2, 2%, 4%, -6%
33) CN(CC(=O)Nc1ccc(F)cc1)C(=O)COC(=O)COc1ccc(C#N)cc1
  -3%, -1%, ·, 13, -12%, -4, -9, 6%, ·, ·
34) O=C(/C(=C(\[O-])c1ccccc1)[n+]1ccc2ccccc2c1)c1ccc([N+](=O)[O-])cc1
  5%, -17%, -1, 3, 1%, -10, 7, 1%[46.1 µM], 3%, 2%
35) COc1ccccc1N1C(=O)S/C(=C\c2cccs2)C1=O
  3%, 3%, -1, 4, 2%, 0, -1, ·, -4%, 6%
36) CCN=c1sc2ccccc2n1CC(O)COc1ccccc1 (configuration not stated)
  5%, 14%, -7, 10, ?, 0, -3, 0%, -1%, -2%
37) COc1cccc(NC(=O)COC(=O)c2ccco2)c1
  -1%, 14%, -2, 0, -12%, -4, -7, 7%[46.1 µM], 0%, 18%
38) CCc1cc2c(=O)c(-c3cscn3)coc2cc1O
  -7%, 3%, 0, 3, 10%, 1, -6, -1%, -3%, 2%
39) CCOc1ccc(S(=O)(=O)N2CCN(c3ccc(OC)cc3)CC2)c2cccnc12
  -3%, -1%, 0, 1, 10%, 0, 0, -2%, -2%, 3%
40) O=C(CNC(=O)c1ccco1)OCc1cccc(Cl)c1
  -29%, 5%, 3, -3, ?, 0, -9, ·, 5%, 6%
41) CC1CCN(S(=O)(=O)c2ccc3c(ccn3CC(=O)O)c2)CC1
  -1%, 7%, 13, -30, ?, 18, 0, -3%, -1%, 23%

Assay outcomes: PubChem, National Center for Advancing Translational Sciences (NCATS)
